# Screening data as filed in PubChem BioAssay.
# CendR NRP1 mod: alters CendR peptide binding to human NRP-1 | O14786 | FAM-RPARPAR peptide binding to NRP-1, fluorescence polarization | inhibition, % at 25 µM | hit rate 0.85% among 360,000 | AID 602438;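 active means inhibition or corrected inhibition above about 18%, plus a signal ratio from 0.5 to 1.5, limit read from the data, passing the limit was not always enough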; further: strong numbers were not always called active
# NadD block: blocks S. aureus nicotinate mononucleotide adenylyltransferase; hit rate 0.78% among 360,000; AID 602399; inhibition, % at 20 µM; purified NadD enzyme, colorimetric absorbance read-out; in the data active means inhibition above about 26%; further: some compounds past the cut are filed as inactive
# Scp-1 inhibitor: inhibitors of human Scp-1 phosphatase; Q9GZU7; Recombinant Scp1, phosphopeptide, malachite green phosphate absorbance; inhibition, % at 20 µM; hit rate 0.88% among 340,000;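 active means inhibition above about 50% at 20 µM, limit read from the data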;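 further: plate controls were DMSO wells with enzyme for no effect and wells lacking enzyme for full effect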
#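 Material – SCP-1 phosphatase catalytic domain, residues 76-261 · Buffer or medium – Acidic Tris acetate buffer with magnesium and detergent · Also added – Phospho 17-mer peptide substrate · Compound – single 20 µM dose, 1% DMSO · Times – 45 min room-temperature reaction, 5 min colour, 30 min stabiliser · Technique – Phosphate-binding colour reagent, absorbance read at 630 nm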
# DNMT1 inh: inhibitors of human DNMT1; DNMT1 molecular beacon, Hinp1I cleavage, fluorescence; inhibition (reported as % activation of signal), % at 10 µM; hit rate 0.83% among 360,000; in the data active means inhibition above about 50%
# Target sequence (P26358 504-1616 limits assumed): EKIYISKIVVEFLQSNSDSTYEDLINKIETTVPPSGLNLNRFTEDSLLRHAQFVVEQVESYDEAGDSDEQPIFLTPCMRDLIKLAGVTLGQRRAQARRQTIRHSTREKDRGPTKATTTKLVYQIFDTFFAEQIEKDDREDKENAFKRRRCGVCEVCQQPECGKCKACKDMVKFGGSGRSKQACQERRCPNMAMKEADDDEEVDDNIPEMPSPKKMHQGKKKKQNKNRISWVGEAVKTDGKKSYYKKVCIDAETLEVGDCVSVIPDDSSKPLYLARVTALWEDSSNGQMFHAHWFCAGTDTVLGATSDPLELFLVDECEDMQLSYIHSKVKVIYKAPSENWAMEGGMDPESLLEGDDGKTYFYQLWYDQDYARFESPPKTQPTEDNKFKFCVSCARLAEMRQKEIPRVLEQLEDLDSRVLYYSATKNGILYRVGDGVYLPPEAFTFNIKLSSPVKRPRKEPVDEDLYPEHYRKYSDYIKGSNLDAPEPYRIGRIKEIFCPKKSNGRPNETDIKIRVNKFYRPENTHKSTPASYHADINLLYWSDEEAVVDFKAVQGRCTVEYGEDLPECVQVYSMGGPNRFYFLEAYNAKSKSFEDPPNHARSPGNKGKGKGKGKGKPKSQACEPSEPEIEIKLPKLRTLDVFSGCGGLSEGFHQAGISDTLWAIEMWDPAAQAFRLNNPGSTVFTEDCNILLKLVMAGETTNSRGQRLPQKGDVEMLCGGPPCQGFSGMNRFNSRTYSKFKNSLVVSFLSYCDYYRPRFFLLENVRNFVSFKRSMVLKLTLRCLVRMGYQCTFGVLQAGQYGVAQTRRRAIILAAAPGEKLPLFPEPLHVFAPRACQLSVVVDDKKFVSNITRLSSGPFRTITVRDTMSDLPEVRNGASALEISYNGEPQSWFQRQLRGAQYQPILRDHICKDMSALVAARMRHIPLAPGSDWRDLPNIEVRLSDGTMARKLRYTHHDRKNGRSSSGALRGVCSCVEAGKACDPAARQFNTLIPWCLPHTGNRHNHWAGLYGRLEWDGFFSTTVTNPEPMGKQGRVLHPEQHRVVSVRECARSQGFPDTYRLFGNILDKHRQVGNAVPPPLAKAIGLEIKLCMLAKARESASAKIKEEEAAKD
# Neddylation inh: blocks human cullin neddylation; TR-FRET cullin neddylation, biochemical; calls only at 25 µM; hit rate 0.58% among 360,000; AID 651699; in the data active means inhibition above about 36%
# TbMetRS inhib: blocks T. brucei methionyl-tRNA synthetase activity; purified T. brucei MetRS, ATP depletion, Kinase-Glo luminescence; inhibition, % at 11.9 µM; hit rate 0.4% among 360,000; AID 624268;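 active means inhibition above a per-plate cutoff of the control wells' mean inhibition plus 3 SD, cut at about 5.5% in these data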;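 further: 0% = DMSO wells median and 100% = median of wells with control inhibitor compound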
#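 Material: T. brucei methionyl-tRNA synthetase, purified; reagent: substrates ATP, L-methionine and bulk Escherichia coli tRNA; dosing: 11.9 µM single point; timing: 15 min plus 2 h at 25 °C; detection: luminescence of leftover ATP; evaluation: % inhibition; control set: DMSO-only wells as low control; replicates: singlicate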
# SKN-1 block: blocks SKN-1 activity in C. elegans; C. elegans VP596 Pgst-4::GFP/RFP ratio, acrylamide-induced, 24 h; inhibition, % at 21.8 µM; hit rate 0.49% among 360,000;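 active means interference check ratio from 0.5 to 1.5 plus GFP to RFP signal ratio inhibition reaching or exceeding a fixed threshold, cut at about 30% in these data, passing the limit was not always enough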; further: some compounds called inactive have numbers as strong as hits
# STEP block: inhibitors of human striatal-enriched phosphatase STEP; hit rate 0.25% among 360,000; inhibition, % at 20 µM; recombinant STEP, OMFP fluorogenic substrate, fluorescence; AID 588621;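 active means inhibition at 20 µM, scaled per plate between control wells, above about 37%, limit read from the data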;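 further: 0% = DMSO with enzyme and substrate and 100% = substrate only without enzyme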
#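 Assay system: isolated STEP enzyme / Timing: 20 min at room temperature, dark / Doses: 20 µM, 1% DMSO / Technique: fluorescence intensity, excitation 480 nm, emission 540 nm / Reagent: fluorogenic phosphatase substrate OMFP at 25 µM final / Measure: percent inhibition scaled to no-enzyme and uninhibited-enzyme controls, plate-pattern corrected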
# LMPTP inh: LMPTP (human) inhibition | hit rate 0.22% among 360,000 | inhibition, % at 20 µM | recombinant LMPTP-A, OMFP fluorogenic substrate, fluorescence intensity;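 active means compounds that cut the enzyme signal by at least half of the control window in the single-dose screen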;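 further: plate controls were DMSO wells with enzyme plus substrate for no effect and substrate without enzyme for full effect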
#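 test system = LMPTP-A | amount = 0.625 nM LMPTP-A final | reagent = fluorogenic phosphatase substrate OMFP at 400 µM final | incubation = 50 min at room temperature | benchmarks = no-enzyme low control, uninhibited high control | medium = Bis-Tris pH 6.0, DTT, detergent | signal = fluorescence intensity of OMFP turnover product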
# SUMO1 PPI mod: alters human SUMO1 binding to SIM partners; P63165; SUMO1 binding to a labelled peptide, TR-FRET, 1 h; inhibition, % at 20 µM; hit rate 0.33% among 360,000; in the data active means inhibition above about 37%
# An asterisk follows results filed as active; i = inactive; / = no result given; + = active, no number.
No.	TbMetRS inhib	Scp-1 inhibitor	SUMO1 PPI mod	Neddylation inh	CendR NRP1 mod	LMPTP inh	NadD block	DNMT1 inh	STEP block	SKN-1 block	Compound
1	0.1	3	0	i	10	-0.1	-4	3	-1	17	CCN1CCCC1CNC(=O)C1c2ccccc2C(=O)N(CCOC)C1c1ccc(F)cc1 (stereo unspecified)
2	-0.1	-2	3	i	-1	-1.4	3	-4	0	6	O=C(c1ccncc1)N1CCN(S(=O)(=O)c2ccccc2Br)CC1
3	-0.4	-7	1	i	-10	-1.9	-6	1	-4	-1	CC(=O)c1ccc(S(=O)(=O)NC2CC(=O)N(c3ccc4c(c3)OCCO4)C2)cc1 (stereo unspecified)
4	0.1	63*	3	i	11	5.0	9	-5	4	-7	CN(CCCC1CCCC1)C(=O)c1cc(COc2ccc(F)c(F)c2)on1
5	-0.5	-7	1	i	0	-1.0	0	1	-3	-3	Cc1cc(S(=O)(=O)NCCCN2CCOCC2)c(C)cc1Cl
6	-0.3	/	4	i	27*	0.5	3	-2	0	6	C[C@@H]1CN([C@H](C)CO)C(=O)CCCn2nncc2CO[C@@H]1CN(C)C(=O)CCC(F)(F)F
7	-0.2	-6	15	i	3	-0.3	0	-1	1	8	CC(C)NCC(O)COC1C2CC3CC(C2)CC1C3 (stereo unspecified)
8	-0.2	-2	-2	i	2	2.6	-2	-1	0	1	COc1ccc(CNC(=O)C(=O)NCC2OCCN2S(=O)(=O)c2ccc(F)cc2)cc1 (stereo unspecified)
9	-0.5	-8	-1	i	9	0.3	-4	1	1	23	CCN(CC)S(=O)(=O)c1cc(C(=O)n2cccn2)c(Cl)cc1Cl
10	0.7	-8	3	i	0	0.4	4	-8	9	1	COCCn1nnnc1C(c1cc2cc(OC)ccc2[nH]c1=O)N1CCC(Cc2ccccc2)CC1 (stereo unspecified)
11	-1.2	-4	4	i	-3	-0.4	-3	8	0	-22	CCOC(=O)C1=CN(Cc2ccco2)S(=O)(=O)N(C)C1CC (stereo unspecified)
12	-0.7	-6	0	i	-2	-0.3	-5	5	-2	-8	CCSc1nnc(NC(=O)c2cccnc2Cl)s1
13	0.2	/	-2	i	4	-1.0	7	3	-2	-7	O=C(Nc1ccn(CCCN2CCN(c3ncccn3)CC2)c(=O)n1)OCc1ccccc1
14	-1.0	-9	-16	i	2	-0.2	8	-5	0	2	O=C(c1cc2ccccc2o1)c1nc2c(n1O)CCCCC2
15	0.1	-6	-1	/	-69	3.4	16	-20	1	18	COc1ccc(-c2c(C#N)c(N)nc3sc(C(=O)c4ccc(C)cc4)c(N)c23)cc1

# (further entries)
No.	TbMetRS inhib	Scp-1 inhibitor	SUMO1 PPI mod	Neddylation inh	CendR NRP1 mod	LMPTP inh	NadD block	DNMT1 inh	STEP block	SKN-1 block	Compound
16	-1.3	-7	-7	i	-10	-1.6	-4	1	0	14	O=C(N/N=C/c1cccnc1)c1[nH]ncc1Br
17	-0.2	-1	7	i	-9	2.5	-7	4	-1	-8	COc1ccc(OC)c(CC(=O)Nc2cc(S(=O)(=O)N3CCCCC3)ccc2C)c1
18	0.7	39	96*	i	-124	8.7	9	93*	4	1	CCCc1c(C)[nH]c2ccc(C(=O)O)cc2c1=S
19	0.6	-10	5	i	-7	0.2	0	1	0	15	CC(C)NC(=O)CSc1ncccc1-c1nc2ccccc2[nH]1
20	-0.2	-1	-3	i	-2	-1.4	-3	-3	-2	-18	Cc1nnc(SCCCN2C(=O)c3ccccc3C2=O)o1
21	-0.1	-7	-4	i	-5	2.0	3	0	8	5	COc1ccc(/C=N/N(Cc2ccccc2)c2ccccc2)cc1O
22	-0.4	0	5	i	-10	-0.6	-4	-4	1	4	Cc1cc(C)c(NC(=O)CN2CCN(c3ccccn3)CC2)c(C)c1
23	-0.6	-6	-6	i	-8	-1.0	-6	-2	-3	18	Cc1ccc(C(=O)N/C(=C\c2cn(C)c3ccccc23)C(=O)NCCN2CCOCC2)cc1
24	-0.2	-17	0	i	3	2.0	-3	-6	2	17	CC1CCC2(CC1)C(Nc1cccc(Cl)c1)=NC(=S)N2CC#N (stereo unspecified)
25	-0.1	-3	2	i	0	-0.2	1	2	2	13	CSC1=NCCN1C(=O)Cc1cccs1
26	-1.4	/	-3	i	1	-0.1	3	-1	1	-1	CCCCN1C(=O)C(CC(=O)NCCCCc2ccccc2)CC(C(=O)N2CCOCC2)=C1C (stereo unspecified)
27	-0.3	-4	5	i	-19	1.2	5	-2	2	-4	Cc1ccc(C(=O)NNC(=S)NC(=O)COc2ccccc2)cc1
28	-0.3	-6	0	i	21	-0.5	-2	3	-2	-15	CCOc1ccc(/C=N/NC(=O)C2CCCC2)c(OCC)c1
29	-0.7	-15	-22	+	6	0.4	-4	1	-1	14	CCCN(CC(=O)Nc1ccccc1C)C(=O)c1ccc(-c2ccc(C(C)=O)cc2)o1
30	-0.4	1	-5	i	-6	1.7	-1	4	2	2	O=C(Nc1sc2c(c1C(=O)c1ccccc1)CCCC2)c1cccnc1

# Records above marked active in DNMT1 inh.
No.	TbMetRS inhib	Scp-1 inhibitor	SUMO1 PPI mod	Neddylation inh	CendR NRP1 mod	LMPTP inh	NadD block	DNMT1 inh	STEP block	SKN-1 block	Compound
18	0.7	39	96*	i	-124	8.7	9	93*	4	1	CCCc1c(C)[nH]c2ccc(C(=O)O)cc2c1=S

# Later entries:
No.	TbMetRS inhib	Scp-1 inhibitor	SUMO1 PPI mod	Neddylation inh	CendR NRP1 mod	LMPTP inh	NadD block	DNMT1 inh	STEP block	SKN-1 block	Compound
31	0.0	2	-4	i	-10	-2.0	-7	1	-1	5	O=C(Nc1ccccc1F)Nc1cc(Cl)ccc1-n1cncn1
32	-0.4	-5	-3	i	11	-0.9	1	1	-4	5	COc1ccc(Cc2nc3ccc(C(=O)N4CCC[C@H]4CO)cc3o2)cc1
33	-0.1	-8	2	i	8	0.1	-3	1	-2	2	Cc1nc(NC(=O)CCN2C(=O)C3CC=CCC3C2=O)sc1C (stereo unspecified)
34	0.1	-1	2	i	-8	6.4	16	-11	2	2	COc1ccc(N2CCN(C(=O)c3ccc(COc4ccc5c(C)cc(=O)oc5c4)cc3)CC2)cc1
35	0.4	-8	0	i	-10	0.4	4	-11	0	-14	COC(=O)Nc1cccn(Cc2c(Cl)cccc2Cl)c1=O
36	0.2	-5	7	i	-80	3.9	-7	-5	1	11	COc1ccc(Cl)cc1NC(=O)CN(C)C(=O)c1cc2c(s1)CCC(C)C2 (stereo unspecified)
37	-0.4	-12	-3	i	8	-1.0	-3	-14	0	6	CC1CCC2(CC1)NC(=O)N(CC(=O)NCCc1c[nH]c3ccccc13)C2=O (stereo unspecified)
38	-0.2	-8	-9	i	-3	-1.4	-9	-1	1	3	Cc1ccc(OCC(=O)Nc2ccc3c(c2)OC(F)(F)O3)c([N+](=O)[O-])n1
39	-0.2	-1	2	i	0	2.4	3	4	11	7	CCSc1nc2cc(S(=O)(=O)N3CCOCC3)ccc2o1
40	0.2	14	3	i	6	-1.3	-4	2	0	1	CC1CCC(NC(=O)C2CCN(c3c4c(nc5ncnn35)CCC4)CC2)CC1 (stereo unspecified)
41	0.3	-7	-1	i	-1	-0.2	0	-2	0	9	CN1C(=O)CSc2ccc(NC(=O)NCc3cccnc3)cc21

# Of the compounds above, 7 have a Cl atom:
No.	TbMetRS inhib	Scp-1 inhibitor	SUMO1 PPI mod	Neddylation inh	CendR NRP1 mod	LMPTP inh	NadD block	DNMT1 inh	STEP block	SKN-1 block	Compound
5	-0.5	-7	1	i	0	-1.0	0	1	-3	-3	Cc1cc(S(=O)(=O)NCCCN2CCOCC2)c(C)cc1Cl
9	-0.5	-8	-1	i	9	0.3	-4	1	1	23	CCN(CC)S(=O)(=O)c1cc(C(=O)n2cccn2)c(Cl)cc1Cl
12	-0.7	-6	0	i	-2	-0.3	-5	5	-2	-8	CCSc1nnc(NC(=O)c2cccnc2Cl)s1
24	-0.2	-17	0	i	3	2.0	-3	-6	2	17	CC1CCC2(CC1)C(Nc1cccc(Cl)c1)=NC(=S)N2CC#N (stereo unspecified)
31	0.0	2	-4	i	-10	-2.0	-7	1	-1	5	O=C(Nc1ccccc1F)Nc1cc(Cl)ccc1-n1cncn1
35	0.4	-8	0	i	-10	0.4	4	-11	0	-14	COC(=O)Nc1cccn(Cc2c(Cl)cccc2Cl)c1=O
36	0.2	-5	7	i	-80	3.9	-7	-5	1	11	COc1ccc(Cl)cc1NC(=O)CN(C)C(=O)c1cc2c(s1)CCC(C)C2 (stereo unspecified)
